GAA850 FXN act: activators of GAA850 frataxin (FXN) promoter. HEK293 lucGAA850 FXN promoter luciferase reporter, 24 h; percent of 10 µM SAHA response. activation, % at 6 µM. 0.56% of 360,000 active. AID 540364;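 active = activation above the average of all compounds screened plus 3 SD, cutoff fixed separately per campaign, cut at about 7.5% in these data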;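 note: 0% = DMSO wells and 100% = 10 µM SAHA wells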
hcDAF12 agonist: activates DAF-12 receptor from parasite H. contortus; activation, % at 6.8 µM; 1.4% of 370,000 active; HEK293 hcDAF-12 lit1-tk-luc reporter, luminescence; 0% DMSO, 100% Δ7-dafachronic acid;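 active = activation above the mean of all tested compounds plus 3 SD, cut at about 5.5% in these data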;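 note: 100% = response to 3 µM Δ7-dafachronic acid high control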
hgDAF12 agonist: hgDAF-12 agonism, primary luciferase screen. HEK293 GAL4-hgDAF12 UAS-luciferase reporter, agonist luminescence; normalized to butyrate control. activation, % at 6.8 µM. 1.8% of 370,000 active;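 active = activation above a cutoff set at the mean of all screened compounds plus 3 SD, cut at about 10% in these data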;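 note: 0% = DMSO wells and 100% = sodium butyrate wells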
PLCg1 inh: inhibitors of human phospholipase C gamma1; 0.84% of 370,000 active; P19174; inhibition, % at 12.2 µM; purified PLC-gamma1, fluorogenic substrate, fluorescence; in the data active = inhibition above about 9.5%
PLC-beta3 inh: blocks human PLC-beta3 enzyme activity; 0.18% of 370,000 active; Q01970; Purified PLC-beta3, fluorogenic substrate, fluorescence; inhibition, % at 12.2 µM; in the data active = inhibition above about 11%;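 note: 0% = median of compound wells on plate and 100% = full blocker control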
ADAM10 inh: ADAM10 inhibition, QFRET primary screen. 0.62% of 370,000 active. O14672. inhibition, % at 7 µM. recombinant ADAM10, EDANS/DABCYL FRET peptide cleavage, 3 h;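 active = inhibition above a per-campaign cutoff equal to the mean of compounds falling between control-based bounds plus 3 SD, cut at about 20% in these data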;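 note: 0% = DMSO wells while the 100% control is not disclosed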
Target sequence (O14672 214-748 limits assumed): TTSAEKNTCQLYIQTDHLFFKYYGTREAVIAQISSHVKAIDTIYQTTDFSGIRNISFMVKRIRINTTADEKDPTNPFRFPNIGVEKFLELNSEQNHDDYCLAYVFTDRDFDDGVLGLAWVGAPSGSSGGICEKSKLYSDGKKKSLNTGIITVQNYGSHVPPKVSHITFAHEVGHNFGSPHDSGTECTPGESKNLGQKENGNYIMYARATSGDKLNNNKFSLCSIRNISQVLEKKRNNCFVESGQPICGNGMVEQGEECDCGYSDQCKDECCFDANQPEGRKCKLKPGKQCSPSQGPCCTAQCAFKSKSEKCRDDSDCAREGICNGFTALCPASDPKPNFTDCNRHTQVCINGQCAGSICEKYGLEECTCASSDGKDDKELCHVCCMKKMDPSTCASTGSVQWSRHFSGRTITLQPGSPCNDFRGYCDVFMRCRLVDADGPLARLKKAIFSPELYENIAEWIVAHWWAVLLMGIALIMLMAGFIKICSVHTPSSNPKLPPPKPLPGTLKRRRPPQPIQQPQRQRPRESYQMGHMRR
ssDAF-12 act: activates DAF-12 receptor from parasite S. stercoralis; HEK293 ssDAF-12/GRIP1 lit1-tk-luc reporter, luminescence; % of 3 µM dafachronic acid response; activation, % at 6.8 µM; 1% of 370,000 active;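 active = activation above the mean over all tested compounds plus 3 SD, cut at about 0.9% in these data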;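 note: 0% = DMSO-only wells and 100% = 3 µM delta7-dafachronic acid wells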
DAX1 inh-1: inhibitors of DAX1 repression of SF-1 activated StAR promoter; AID 652010; 1.1% of 370,000 active; HEK293T StAR-luciferase reporter, SF-1/DAX-1 repression relief; inhibition, % at 6.8 µM;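 active = inhibition above the mean over all tested compounds plus 3 SD, cut at about 3.6% in these data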;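 note: 0% = DAX-1 cells with DMSO and 100% = cells lacking DAX-1 with DMSO; higher inhibition means more luminescence from relief of DAX-1 repression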
DAX1 inh-2: inhibitors of human orphan nuclear receptor DAX1 (NR0B1) | inhibition, % at 6.75 µM | HEK293 Gal4-DAX1 luciferase reporter, luminescence | AID 504766 | 0.99% of 340,000 active | P51843;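 active = inhibition above the mean over all tested compounds plus 3 SD, cut at about 4.2% in these data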;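 note: 0% = DAX1-transfected cells with DMSO and 100% = empty-vector control cells with DMSO; inhibition shows as a rise in luminescence from relieved DAX1 repression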
Target sequence (P51843 207-470 limits assumed): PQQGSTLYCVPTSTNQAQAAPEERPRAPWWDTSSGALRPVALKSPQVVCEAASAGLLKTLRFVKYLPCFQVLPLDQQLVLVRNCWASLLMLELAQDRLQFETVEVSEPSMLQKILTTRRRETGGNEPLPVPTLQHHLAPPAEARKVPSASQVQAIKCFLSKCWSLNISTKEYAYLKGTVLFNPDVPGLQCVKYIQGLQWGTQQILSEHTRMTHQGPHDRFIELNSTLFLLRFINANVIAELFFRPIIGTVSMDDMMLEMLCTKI
ADAM17 inh: inhibits human ADAM17; recombinant ADAM17, EDANS/DABCYL FRET peptide cleavage; inhibition, % at 6.95 µM; 0.83% of 370,000 active; AID 720648;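 active = inhibition above the mean of compounds lying between control limits plus 3 SD, set per campaign, cut at about 8.5% in these data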;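 note: 0% = DMSO-only wells as the low control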
sPLA2-III inh: Inhibits HGIII-sPLA2 liposome hydrolysis, primary screen; QFRET BODIPY PC-A2 liposome hydrolysis, fluorescence; AID 743126; inhibition, % at 12.2 µM; Q9NZ20; 0.56% of 370,000 active;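 active = inhibition above mean plus 3 SD of compounds lying within the high and low control bounds, cut at about 19% in these data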;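 note: 0% = median of test compound wells and 100% = no enzyme DMSO wells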
* marks the source's active call; other numbers are inactive results; / = not tested or not shown.

SMILES	GAA850 FXN act	hcDAF12 agonist	hgDAF12 agonist	PLCg1 inh	PLC-beta3 inh	ADAM10 inh	ssDAF-12 act	DAX1 inh-1	DAX1 inh-2	ADAM17 inh	sPLA2-III inh
CCN1CCN(C(=O)c2ccc(CSc3ccc(C)cc3)cc2)CC1	0.3	-1.1	-1.0	1	0	8	-1.8	-0.9	-0.7	-3	-7
COc1ccc2c(c1OC)C(=O)OC2C/C(=N\NC(N)=O)c1ccccc1 (centres undefined)	1.6	-0.4	2.0	-5	0	-7	-1.2	-0.1	-1.3	-1	3
CCn1c(O)c(/C=N/N=C2CCCC2)c2ccc(C3=NNC(=O)CC3)cc21	-1.1	0.1	1.2	-45	-57	-16	-1.6	-0.5	0.8	-3	-7
Cc1ccc(S(=O)(=O)NCCC2=CCCCC2)cc1	1.9	-0.7	-0.6	-3	-1	6	-0.8	1.7	-0.9	1	-10
COc1cc(OC)cc(C(=O)Nc2cccc(C(C)=O)c2)c1	2.3	-1.6	2.6	2	6	-1	-1.4	-0.2	0.8	1	0
O=C(NCc1cccs1)C1CCN(S(=O)(=O)c2cccc3cccnc23)CC1	-0.4	-1.6	-0.1	0	-3	-9	-1.2	-0.8	4.3*	-1	1
O=C(Cn1cnc2c(nnn2Cc2ccc(Cl)cc2)c1=O)NC1CCCC1	1.7	-1.9	1.2	-1	1	-2	-0.4	-0.4	0.2	-4	1
Cc1ccc(NS(=O)(=O)c2ccc(OCC(N)=O)cc2)cc1	-0.5	-2.2	-1.4	0	3	-1	-0.7	-0.2	1.3	-5	-1
COCCCNC(=O)CSc1nc2cc(C(=O)NCCOC)ccc2c(=O)n1Cc1ccc2c(c1)OCO2	2.1	-2.0	-4.9	0	-8	-4	-1.3	-0.5	-0.1	2	2
CCOC(=O)c1[nH]c(C)c(C(=O)NCc2ccco2)c1C	-1.3	0.9	-1.1	2	2	-3	-0.8	0.6	0.4	2	0
O=C(CCN1CCOCC1)NC12CC3CC(CC(C3)C1)C2	-0.1	1.9	0.1	3	3	6	-1.6	0.5	0.4	-2	2
O=C1C2CCCN2C(=S)N1c1ccccc1 (centres undefined)	1.6	1.0	1.2	-1	-6	0	-0.9	0.0	1.4	-4	-32
CCOC(=O)C1=C(C)N(CCCCCC(=O)O)C(=O)NC1c1ccccc1OC(=O)c1cccs1 (centres undefined)	/	-1.4	-0.5	6	2	5	-1.1	0.0	/	10*	0
Cn1c(-c2ccc(Br)o2)nc2ccccc21	4.7	5.8*	15*	-6	-9	2	1.0*	3.7*	2.5	-3	6
CCCC(=O)Nc1ccc2c(c1)c1ccccc1n2CC	0.3	-2.8	-2.0	-2	-2	-21	-1.5	-0.6	0.9	-2	4
O=C(NC(=S)Nc1ccccc1)C1CCCCC1	4.3	1.1	4.4	0	-5	-4	-0.8	3.1	1.2	4	3
COc1ccccc1C(=O)CN1C(=O)NC2(CCCc3ccccc32)C1=O (centres undefined)	1.1	-1.1	-1.9	-2	-5	-17	-1.4	0.4	-0.8	-7	5
COc1cccc(NC(=O)Nc2c(C)n(C)n(-c3ccccc3)c2=O)c1	-1.4	1.0	0.2	1	3	0	-1.1	0.2	0.4	-4	0
Cc1cccc(C)c1-n1nnnc1SCSc1nnnn1-c1c(C)cccc1C	0.2	1.5	0.0	0	3	4	-0.9	0.2	0.7	3	-5
COc1ccc(N2C(=O)c3ccccc3NC2c2ccc(OC)c(COc3ccccn3)c2)cc1 (centres undefined)	1.1	3.4	7.7	-77	-84	-160	0.7	0.5	2.0	-46	-5
CN(C)C1N(C(=O)c2ccccc2)N=C2c3ccccc3S(=O)(=O)N21 (centres undefined)	0.4	-0.2	-2.2	2	2	6	-0.9	-0.3	-0.7	1	-1
CC(CCCN(C)C)C(Cc1ccccc1)c1ccccc1 (centres undefined)	-1.6	0.3	-1.2	5	-4	-8	-1.4	0.6	/	-5	-15
Cc1cccc(N2CCN(CC(O)COc3ccccc3)CC2)c1 (centres undefined)	3.6	-1.8	2.7	1	1	-9	-1.6	-0.3	4.8*	-2	0
CC(O)CNc1ccc(-c2nn(C)c(=O)c3ccccc23)cc1[N+](=O)[O-] (centres undefined)	2.9	-0.4	-3.8	1	1	4	-1.6	-0.7	-1.0	1	-2
CCOc1cc(C(=O)N2CCC3(CC2)NCCc2[nH]cnc23)cc(OCC)c1OCC	3.7	-2.6	3.9	-3	-10	-5	-1.3	-0.1	0.2	3	3

Rewritten with two lines to a compound: 15 of the compounds above.
Under each structure: GAA850 FXN act	hcDAF12 agonist	hgDAF12 agonist	PLCg1 inh	PLC-beta3 inh	ADAM10 inh	ssDAF-12 act	DAX1 inh-1	DAX1 inh-2	ADAM17 inh	sPLA2-III inh
> CCN1CCN(C(=O)c2ccc(CSc3ccc(C)cc3)cc2)CC1
    0.3	-1.1	-1.0	1	0	8	-1.8	-0.9	-0.7	-3	-7
> COc1ccc2c(c1OC)C(=O)OC2C/C(=N\NC(N)=O)c1ccccc1 (centres undefined)
    1.6	-0.4	2.0	-5	0	-7	-1.2	-0.1	-1.3	-1	3
> CCn1c(O)c(/C=N/N=C2CCCC2)c2ccc(C3=NNC(=O)CC3)cc21
    -1.1	0.1	1.2	-45	-57	-16	-1.6	-0.5	0.8	-3	-7
> Cc1ccc(S(=O)(=O)NCCC2=CCCCC2)cc1
    1.9	-0.7	-0.6	-3	-1	6	-0.8	1.7	-0.9	1	-10
> COc1cc(OC)cc(C(=O)Nc2cccc(C(C)=O)c2)c1
    2.3	-1.6	2.6	2	6	-1	-1.4	-0.2	0.8	1	0
> O=C(NCc1cccs1)C1CCN(S(=O)(=O)c2cccc3cccnc23)CC1
    -0.4	-1.6	-0.1	0	-3	-9	-1.2	-0.8	4.3*	-1	1
> O=C(Cn1cnc2c(nnn2Cc2ccc(Cl)cc2)c1=O)NC1CCCC1
    1.7	-1.9	1.2	-1	1	-2	-0.4	-0.4	0.2	-4	1
> Cc1ccc(NS(=O)(=O)c2ccc(OCC(N)=O)cc2)cc1
    -0.5	-2.2	-1.4	0	3	-1	-0.7	-0.2	1.3	-5	-1
> COCCCNC(=O)CSc1nc2cc(C(=O)NCCOC)ccc2c(=O)n1Cc1ccc2c(c1)OCO2
    2.1	-2.0	-4.9	0	-8	-4	-1.3	-0.5	-0.1	2	2
> CCOC(=O)c1[nH]c(C)c(C(=O)NCc2ccco2)c1C
    -1.3	0.9	-1.1	2	2	-3	-0.8	0.6	0.4	2	0
> O=C(CCN1CCOCC1)NC12CC3CC(CC(C3)C1)C2
    -0.1	1.9	0.1	3	3	6	-1.6	0.5	0.4	-2	2
> O=C1C2CCCN2C(=S)N1c1ccccc1 (centres undefined)
    1.6	1.0	1.2	-1	-6	0	-0.9	0.0	1.4	-4	-32
> CCOC(=O)C1=C(C)N(CCCCCC(=O)O)C(=O)NC1c1ccccc1OC(=O)c1cccs1 (centres undefined)
    /	-1.4	-0.5	6	2	5	-1.1	0.0	/	10*	0
> Cn1c(-c2ccc(Br)o2)nc2ccccc21
    4.7	5.8*	15*	-6	-9	2	1.0*	3.7*	2.5	-3	6
> CCCC(=O)Nc1ccc2c(c1)c1ccccc1n2CC
    0.3	-2.8	-2.0	-2	-2	-21	-1.5	-0.6	0.9	-2	4

Continuation:
SMILES	GAA850 FXN act	hcDAF12 agonist	hgDAF12 agonist	PLCg1 inh	PLC-beta3 inh	ADAM10 inh	ssDAF-12 act	DAX1 inh-1	DAX1 inh-2	ADAM17 inh	sPLA2-III inh
CC1(Oc2ccc(-n3ccnc3)cc2)CCN(Cc2cccn2-c2nccs2)C1 (centres undefined)	-0.1	-0.9	-2.8	4	3	6	-1.6	0.2	/	3	-14
CC(=O)NCc1ccc2[nH]c(C)cc2c1	1.0	-1.4	-4.3	-17	-23	-17	-1.2	0.7	-0.6	-1	-1
Cc1ccc(S(=O)(=O)Oc2ccccc2/C=C2\SC(=O)NC2=O)cc1	-0.5	-0.8	-1.6	0	1	6	-0.7	0.0	0.3	0	-63
COCCN(C(=O)c1csnn1)C(C(=O)NC1CCCC1)c1ccc(C)cc1 (centres undefined)	1.8	-0.1	1.9	-2	-2	-6	-0.8	0.9	0.7	-1	-1
O=C(Nc1ccnn1C1CCN(Cc2ccc(O)c(Cl)c2)CC1)C1CCCC1	-0.6	-1.5	0.5	2	-3	-2	-0.8	-0.8	-0.3	-1	-7
CC1CCN(S(=O)(=O)c2ccc3c(c2)CC(C)N3C(=O)C2CCC2)CC1 (centres undefined)	1.1	-2.6	-2.6	1	-8	-2	-1.9	-3.9	-1.8	-1	-2
CC(C)(C)C(=O)/C(=C/c1ccc(Cl)cc1)n1cncn1	-8.2	-3.4	-5.9	-1	3	6	-2.1	-2.3	-5.7	2	-1
O=C(Nc1sc2c(c1C(=O)O)CCCCC2)c1ccccc1	-4.3	5.4	0.3	-95	-144	-9	-1.1	-1.3	-0.3	-6	-7
Cc1ccc(C(c2ccc(C)o2)c2cccc([N+](=O)[O-])c2O)o1	2.5	-1.8	0.8	-1	-5	5	-1.0	0.1	0.3	-3	-9
CCSc1cc(N2CCCC2)nc(-c2ccccc2)n1	-0.3	-2.2	1.7	1	-1	-7	-1.7	-0.3	0.5	-5	0
CC(c1ccco1)N(C(=O)c1ccc(C(F)(F)F)cc1)c1ccccn1 (centres undefined)	0.0	-1.1	-2.0	1	-3	5	-0.8	0.6	-1.4	-5	-1
O=C(Nc1ccc(Oc2cccnc2)cc1)C1CCN(Cc2cc(Cl)ccc2O)CC1	-3.0	-4.9	-6.0	4	-2	5	-2.2	-0.9	-2.1	2	-18
O=C(Nc1ccc2c(c1)S(=O)(=O)N=C1CCCCCN12)c1ccccc1Cl	0.1	-1.9	-0.3	5	0	14	-0.9	-0.4	-0.9	1	0
O=C(NCc1cccs1)c1ccccc1C(=O)NCc1cccs1	-1.9	0.5	3.0	6	9	8	-1.2	-0.8	2.6	-2	2
O=C(Nc1cccc(S(=O)(=O)N2CCOCC2)c1)C1=NN(c2ccccc2)C(=O)CC1	-0.1	-1.7	-1.4	-2	-6	-5	-0.6	-2.0	0.8	0	1

Ordered by the number under ADAM17 inh (ascending): some entries from above.
Structure | ADAM17 inh
Cc1ccc(C(c2ccc(C)o2)c2cccc([N+](=O)[O-])c2O)o1 | -3
O=C(Nc1ccnn1C1CCN(Cc2ccc(O)c(Cl)c2)CC1)C1CCCC1 | -1
CC1(Oc2ccc(-n3ccnc3)cc2)CCN(Cc2cccn2-c2nccs2)C1 (centres undefined) | 3

Source: PubChem (The Scripps Research Institute Molecular Screening Center)

No enrichment for hits; 6.9% or so of the library scored in one or more.
